Bioassay records as filed in PubChem.
HKDC1 inh = inhibitors of human hexokinase HKDC1. Q2TB90. recombinant HKDC1, G6PDH/diaphorase resazurin coupled fluorescence. inhibition, % at 20 µM. hit rate 0.16% among 340,000;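 active = inhibition above about 35% when tested at 20 µM, limit read from the data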;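 note: plate controls were DMSO wells with enzyme for no effect and DMSO wells lacking enzyme for full effect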
Target sequence (Q2TB90 whole entry, looked up): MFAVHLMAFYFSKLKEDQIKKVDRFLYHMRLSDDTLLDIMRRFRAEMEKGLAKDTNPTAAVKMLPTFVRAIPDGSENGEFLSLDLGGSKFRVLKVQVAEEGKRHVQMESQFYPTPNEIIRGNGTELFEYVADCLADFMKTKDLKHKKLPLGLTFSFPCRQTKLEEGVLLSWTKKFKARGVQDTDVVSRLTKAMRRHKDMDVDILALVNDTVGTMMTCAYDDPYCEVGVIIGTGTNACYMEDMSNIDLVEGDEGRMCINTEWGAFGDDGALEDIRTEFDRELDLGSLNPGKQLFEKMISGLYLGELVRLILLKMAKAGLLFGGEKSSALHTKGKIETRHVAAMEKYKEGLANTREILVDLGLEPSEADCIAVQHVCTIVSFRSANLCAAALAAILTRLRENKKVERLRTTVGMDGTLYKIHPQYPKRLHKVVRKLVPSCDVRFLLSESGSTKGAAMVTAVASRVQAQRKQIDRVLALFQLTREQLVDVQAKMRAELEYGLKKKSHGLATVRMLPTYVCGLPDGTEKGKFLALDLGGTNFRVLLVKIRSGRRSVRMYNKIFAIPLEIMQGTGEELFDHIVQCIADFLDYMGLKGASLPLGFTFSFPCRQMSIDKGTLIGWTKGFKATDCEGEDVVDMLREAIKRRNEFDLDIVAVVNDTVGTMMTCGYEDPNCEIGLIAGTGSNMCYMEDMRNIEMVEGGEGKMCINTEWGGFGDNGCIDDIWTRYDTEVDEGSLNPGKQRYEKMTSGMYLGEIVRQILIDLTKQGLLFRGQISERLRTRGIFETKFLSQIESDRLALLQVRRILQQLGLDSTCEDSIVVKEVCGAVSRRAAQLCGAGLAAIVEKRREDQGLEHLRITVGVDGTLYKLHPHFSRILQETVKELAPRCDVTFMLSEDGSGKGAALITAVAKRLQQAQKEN
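Assay system: recombinant HKDC1 hexokinase; detection: coupled resazurin fluorescence, excitation 525 nm, emission 613 nm; benchmarks: DMSO-plus-enzyme-mix negative control, buffer-substituted positive control; compound dosing: single 20 µM dose; schedule: 90 min at room temperature in dark; also added: glucose plus 1 mM ATP as hexokinase substrates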
PfGluPho inh = PfG6PD (Plasmodium falciparum) enzyme inhibition | AID 504690 | PfGluPho enzyme, NADPH resazurin-diaphorase fluorescence | inhibition, % at 20 µM | hit rate 0.78% among 350,000;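 active = inhibition reaching at least a set limit at 20 µM in the primary screen, cut at about 59% in these data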;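 note: 0% = DMSO wells with substrate and 100% = DMSO wells lacking glucose-6-phosphate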
SENP7 block = blocks the human protease SENP7 | Q9BQF6 | recombinant SENP7, Z-RLRGG-aminoluciferin luminescence, 40 min | inhibition, % at 5 µM | hit rate 1.5% among 330,000 | AID 434973;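 active = inhibition above about 50% at the single test dose, limit read from the data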;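 note: plate controls were DMSO with enzyme for no effect and no enzyme buffer wells for full effect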
Apaf1 inhib = human Apaf-1 inhibition. O14727. reconstituted apoptosome caspase-3 activity, DEVD-Rh110 fluorescence. inhibition, % at 20 µM. hit rate 0.71% among 330,000. AID 489030; active = inhibition of at least 40% at 20 µM;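 note: plate controls were DMSO wells for no effect and DEVD-CHO caspase inhibitor wells for full effect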
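Material: biochemical Apaf-1 apoptosome reconstitution. Medium: Hepes buffer, pH 7.5. Also added: cytochrome c activation, bis-DEVD rhodamine 110 substrate. Timing: 30 min compound preincubation, 50 min activation, room temperature. Measured by: rhodamine 110 fluorescence at Ex 480/Em 540 nm.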
SENP1 inh = inhibitors of human SENP1 SUMO protease catalytic domain; recombinant SENP1 catalytic domain, CyPet-SUMO1-YPet FRET cleavage; inhibition, % at 10 µM; hit rate 0.21% among 360,000;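 active = inhibition at least 30% at 10 µM, raw YFP signal under a set limit, fluorescence ratio 0.5 to 1.5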;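 note: 0% = enzyme with DMSO and 100% = no enzyme wells; some results filed as inactive read as strong as hits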
Target sequence (Q9P0U3 419-644 limits assumed): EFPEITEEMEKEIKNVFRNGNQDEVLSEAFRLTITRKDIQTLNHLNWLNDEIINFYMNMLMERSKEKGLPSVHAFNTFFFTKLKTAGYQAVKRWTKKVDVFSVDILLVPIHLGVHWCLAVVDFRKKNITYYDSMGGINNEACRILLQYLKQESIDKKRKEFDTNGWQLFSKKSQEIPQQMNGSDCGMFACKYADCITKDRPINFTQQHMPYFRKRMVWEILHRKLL
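Assay system: hSENP1 catalytic domain, recombinant. Amount: SENP1 enzyme, 20 pM final. Schedule: 50 min reaction, RT, dark. Technique: FRET, CFP and YFP emission. Control set: no-enzyme wells low, DMSO-plus-enzyme wells high control.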
SENP8 block-1 = SENP8 protease inhibition; purified SENP8, Z-RLRGG-aminoluciferin cleavage, luminescence; AID 2540; Q96LD8; inhibition, % at 10 µM; hit rate 1.2% among 330,000; in the data active = inhibition above about 50%
SENP8 block-2 = blocks human SENP8 cleavage of Nedd8 substrate | Q96LD8 | inhibition, % at 20 µM | AID 602440 | hit rate 0.64% among 360,000 | recombinant SENP8, Nedd8 substrate fluorescence; in the data active = inhibition mostly above about 40%, no sharp cut-off; inactive = mostly below about 27%
SENP6 block = blocks the human protease SENP6; Q9GZR1; Recombinant SENP6 catalytic domain, aminoluciferin luminescence; inhibition, % at 10 µM; hit rate 1.8% among 330,000;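 active = inhibition above about 50% at the single tested dose, limit read from the data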;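 note: plate controls were DMSO wells with enzyme for no effect and DMSO wells lacking enzyme for full effect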
* hit, by the source's call; / = not tested or not shown. A portion of the library; count on the stated rates, not on these rows.

Sample of the layout, 4 compounds:
entry | smiles | HKDC1 inh | PfGluPho inh | SENP7 block | Apaf1 inhib
1 | Cc1cccc(C(O)(C(=O)O)c2ccccc2)c1 (stereo unspecified) | 1.1 | 8.6 | / | /
2 | CC12CN3CC(C)(CN(C1)C3c1cccnc1)C2=O (stereo unspecified) | -5.6 | -3.1 | -0.4 | 2.0
3 | CC1(C)CN=C(NCc2ccccc2Cl)S1 | 9.3 | -12.4 | -10.5 | 8.8
4 | C=CC12CN(C)[C@@H]3C4CO[C@H](C[C@H]41)[C@]1(C(=O)Nc4ccccc41)[C@@H]32 (stereo partly specified) | -2.2 | 7.8 | 7.6 | -0.6

entry | SENP1 inh | SENP8 block-1 | SENP8 block-2 | SENP6 block
1 | 0.4 | / | 8.1 | /
2 | 0.7 | 1.6 | 22.2 | -6.3
3 | 1.6 | -5.6 | 20.8 | -0.2
4 | 1.1 | -13.0 | 40.4* | -23.5

Main list, from the first entry:
entry | smiles | HKDC1 inh | PfGluPho inh | SENP7 block | Apaf1 inhib
1 | Cc1cccc(C(O)(C(=O)O)c2ccccc2)c1 (stereo unspecified) | 1.1 | 8.6 | / | /
2 | CC12CN3CC(C)(CN(C1)C3c1cccnc1)C2=O (stereo unspecified) | -5.6 | -3.1 | -0.4 | 2.0
3 | CC1(C)CN=C(NCc2ccccc2Cl)S1 | 9.3 | -12.4 | -10.5 | 8.8
4 | C=CC12CN(C)[C@@H]3C4CO[C@H](C[C@H]41)[C@]1(C(=O)Nc4ccccc41)[C@@H]32 (stereo partly specified) | -2.2 | 7.8 | 7.6 | -0.6
5 | C[N+]1(C)C2CCC1CC(OC(=O)c1ccccc1)C2 (stereo unspecified) | -3.9 | 9.9 | 5.9 | -28.3
6 | CCC1CN2CCc3cc(OC)c(OC)cc3C2CC1CC1NCCc2c1[nH]c1ccc(O)cc21 (stereo unspecified) | 6.5 | 29.9 | / | /
7 | CC(=O)c1cn(Cc2ccccc2C#N)c2ccccc12 | 0.6 | -6.9 | -6.5 | -10.3
8 | O=P(Oc1ccccc1)(Oc1ccccc1)C(O)c1ccccc1 (stereo unspecified) | -9.3 | -7.1 | 9.4 | -5.3
9 | O=C1NC(=O)C(=CCc2ccccc2)C(=O)N1 | -1.4 | -10.8 | / | /
10 | N#CCN1CCN(c2ccc(C(F)(F)F)cc2)CC1 | -8.2 | 0.9 | -4.5 | 8.4

entry | SENP1 inh | SENP8 block-1 | SENP8 block-2 | SENP6 block
1 | 0.4 | / | 8.1 | /
2 | 0.7 | 1.6 | 22.2 | -6.3
3 | 1.6 | -5.6 | 20.8 | -0.2
4 | 1.1 | -13.0 | 40.4* | -23.5
5 | 0.3 | 3.8 | 13.3 | 8.9
6 | -10.0 | / | -12.9 | /
7 | -2.5 | -5.8 | -3.3 | -12.2
8 | 4.7 | -23.9 | 17.0 | -24.9
9 | 1.3 | / | -57.6 | /
10 | 0.9 | -15.3 | 7.4 | -9.2

(further entries)
entry | smiles | HKDC1 inh | PfGluPho inh | SENP7 block | Apaf1 inhib
11 | CC(=NC(C)c1ccccc1)c1c(O)[nH]c(=O)[nH]c1=O (stereo unspecified) | -7.7 | 5.9 | 5.7 | -19.5
12 | C=C1C(=O)O[C@@H]2C[C@@H](C)[C@@H]3C4OC4C(=O)[C@@]3(C)[C@@H](O)[C@H]12 (stereo partly specified) | -1.3 | 2.9 | -3.0 | -4.4
13 | CN(C)C(=O)Oc1ccc2oc(=O)cc(-c3cc4ccccc4o3)c2c1 | 6.6 | 10.8 | -3.6 | 18.1
14 | Cc1nonc1OCCNc1ccc([N+](=O)[O-])c2cccnc12 | 6.6 | 16.7 | -1.4 | 7.2
15 | COC(=O)C1=C(c2ccc(F)cc2OCc2ccccc2)C[C@@H]2CC[C@H]1N2C(=O)NC1CCCCC1 | 2.1 | 4.5 | 1.2 | 1.2
16 | O=P(C(c1c[nH]c2ccccc12)N1CCOCC1)(N1CCOCC1)N1CCOCC1 (stereo unspecified) | -2.1 | -7.1 | -5.0 | 6.6
17 | CCN(CC)C(=O)c1ccc(NC(=O)COc2ccc([N+](=O)[O-])cc2Cl)cc1 | 2.5 | -3.3 | 1.1 | 2.4
18 | CC(C)N1C(=O)CCC1C(=O)N1CCC2(CC1)OCCO2 (stereo unspecified) | -9.7 | -1.6 | -11.8 | 6.8
19 | O=C1C2CCCN2C(c2cccnc2)N1c1cccc(Cl)c1 (stereo unspecified) | 4.4 | 2.1 | -3.8 | -0.3
20 | O=C1NC(=O)C(=Cc2ccc(-c3ccc(F)cc3O)o2)C(=O)N1 | 14.3 | 50.0 | 6.6 | 6.3

entry | SENP1 inh | SENP8 block-1 | SENP8 block-2 | SENP6 block
11 | 2.8 | 0.5 | 17.0 | 4.4
12 | 3.2 | 9.3 | 30.0 | -2.4
13 | -1.6 | -2.4 | -342.3 | 9.2
14 | -29.7 | -13.6 | 36.6 | -15.7
15 | 2.8 | 7.5 | 9.8 | 0.7
16 | -1.5 | -12.5 | 13.4 | -22.3
17 | 1.9 | -7.7 | 29.5 | 4.6
18 | 1.6 | -8.0 | 10.1 | -18.8
19 | 4.2 | 0.9 | 5.8 | -6.5
20 | 12.2 | -1.9 | 1.8 | -7.6

The list goes on:
entry | smiles | HKDC1 inh | PfGluPho inh | SENP7 block | Apaf1 inhib
21 | Nc1ncn[nH]1 | -1.5 | -5.1 | 0.0 | -10.2
22 | CN1C(=O)C(O)N=C(c2ccccc2)c2ccccc21 (stereo unspecified) | -2.1 | -8.2 | -4.5 | -1.2
23 | CCCOC(=O)C1C2c3ccccc3C(c3ccccc32)C1C(=O)O (stereo unspecified) | 1.5 | -14.8 | -5.4 | -1.0
24 | CCN(c1ccc(C(O)(C(=O)OC)C(F)(F)F)cc1)S(=O)(=O)c1ccccc1 (stereo unspecified) | -3.0 | 9.0 | -4.2 | 5.4
25 | CCN(CC)CCNC(=O)c1c(O)c2ccccc2n(Cc2ccccc2)c1=O | -4.1 | 9.3 | -10.2 | 16.7
26 | Cn1c2ccccc2c2c(C(=O)N3CCC4(CC3)OCCO4)cn(C3CCCCC3)c(=O)c21 | -3.8 | -11.0 | 6.7 | -5.2
27 | CCOC(=O)CNC(=O)CNC(=O)C(Cc1ccc(N(CCCl)CCCl)cc1)NC(C)=O (stereo unspecified) | 12.6 | -10.9 | 2.8 | -6.5
28 | O=C(COc1ccc(Br)cc1)N1CCN(C2CCCC2)CC1 | -4.0 | -11.3 | -1.0 | -0.3
29 | COc1ccc(CC2C(=O)N(c3ccccc3)C(=O)N(c3ccccc3)C2=O)c(OC)c1 | 5.5 | 6.2 | 2.2 | 10.3
30 | CCc1ccc(OCC(=O)N2CCN(Cc3ccc4c(c3)OCO4)CC2)cc1 | -5.1 | 10.0 | -3.5 | 3.4

entry | SENP1 inh | SENP8 block-1 | SENP8 block-2 | SENP6 block
21 | -0.4 | -1.2 | 2.8 | -13.4
22 | 2.0 | 9.4 | 5.7 | 9.2
23 | -1.8 | -2.6 | 13.8 | 2.5
24 | -0.8 | -8.7 | 24.4 | -11.4
25 | 2.8 | -6.8 | 8.9 | -31.0
26 | 1.3 | 2.2 | -473.6 | 3.1
27 | 1.8 | 4.5 | 3.1 | -3.7
28 | -0.3 | -2.3 | 16.1 | -22.1
29 | -33.8 | -12.1 | 9.8 | -0.9
30 | 1.2 | 2.2 | 19.0 | 0.2

One compound at a time (already shown):
Listed for `CCN(c1ccc(C(O)(C(=O)OC)C(F)(F)F)cc1)S(=O)(=O)c1ccccc1` (stereo unspecified) : HKDC1 inh = -3.0; PfGluPho inh = 9.0; SENP7 block = -4.2; Apaf1 inhib = 5.4; SENP1 inh = -0.8; SENP8 block-1 = -8.7; SENP8 block-2 = 24.4; SENP6 block = -11.4
Listed for `Cn1c2ccccc2c2c(C(=O)N3CCC4(CC3)OCCO4)cn(C3CCCCC3)c(=O)c21` : HKDC1 inh = -3.8; PfGluPho inh = -11.0; SENP7 block = 6.7; Apaf1 inhib = -5.2; SENP1 inh = 1.3; SENP8 block-1 = 2.2; SENP8 block-2 = -473.6; SENP6 block = 3.1

New compounds follow
entry | smiles | HKDC1 inh | PfGluPho inh | SENP7 block | Apaf1 inhib
31 | COP(=O)(OC)C(Nc1ccccn1)c1ccccc1 (stereo unspecified) | 3.5 | -6.6 | -7.4 | -1.1
32 | O=C(Cc1ccccc1)NC(Oc1ccccc1Cl)C(Cl)(Cl)Cl (stereo unspecified) | -4.3 | -0.7 | -3.1 | -3.0
33 | O=C1NC(=O)C(Cc2ccccc2)C(=O)N1 | 3.2 | 4.0 | / | /
34 | CC(Cc1ccccc1)NC(=O)C(c1ccc(N)cc1)c1ccc(N)cc1 (stereo unspecified) | -2.6 | -5.8 | 2.4 | -0.2
35 | O=[N+]([O-])c1ccc(N2CCNCC2)cc1NC1CC1 | / | / | -2.4 | 0.8
36 | COc1ccc(C2=NS(=O)(=O)N(C)C(C(=O)N3CCC4(CC3)OCCO4)=C2)cc1OC | -2.6 | 10.3 | -3.8 | -6.5
37 | COc1ccccc1CCNCc1cccc(C(F)(F)F)c1 | -8.2 | 9.0 | -5.9 | -4.8
38 | Cc1cc(C)cc(N2C(=O)NC(=O)/C(=C\C=C\c3ccco3)C2=O)c1 | 6.4 | 17.2 | / | /
39 | CCP(=S)(CC)c1ccc(N(C)C)cc1 | -8.3 | 8.3 | -4.7 | 2.2
40 | O=C(O)c1ccccc1NC(=O)C1C2CCC(O2)C1C(=O)O (stereo unspecified) | / | / | 0.9 | 6.0

entry | SENP1 inh | SENP8 block-1 | SENP8 block-2 | SENP6 block
31 | 4.3 | 2.0 | 13.4 | -3.0
32 | 4.4 | 4.8 | 6.1 | -1.7
33 | -2.0 | / | 29.5 | /
34 | -1.2 | 2.7 | 11.2 | 13.1
35 | / | -1.0 | / | -20.9
36 | 2.3 | 4.8 | -88.8 | -6.1
37 | -0.3 | 2.0 | 5.2 | -24.4
38 | -45.8 | / | 7.7 | /
39 | 1.5 | -0.9 | 9.2 | -7.2
40 | / | 13.1 | / | -13.5

Additional records follow:
entry | smiles | HKDC1 inh | PfGluPho inh | SENP7 block | Apaf1 inhib
41 | Cc1c(C(=O)O)cc(-c2ccccc2)n1Cc1ccccc1 | -0.1 | -15.3 | -12.7 | 14.7
42 | Cc1ccc(S(=O)(=O)CC(=O)c2cc(C)c(OC(=O)N(C)C)c(C)c2)cc1 | 3.1 | -11.0 | 2.6 | 10.3
43 | O=C(Nc1cccc(C(F)(F)F)c1)c1cccn(Cc2ccc3c(c2)OC(F)(F)O3)c1=O | 2.7 | 34.5 | 6.1 | 19.2
44 | COc1ccc2c(c1OC)C(=O)OC2C1c2cc3c(cc2CCN1C)OCO3 (stereo unspecified) | -3.7 | -10.5 | -0.8 | -13.7
45 | CCc1nc2ccccc2c(=O)n1-c1ccccc1OC | -0.8 | -2.2 | -6.0 | -7.6
46 | CCc1cccc(CC)c1N(COC)C(=O)CCl | -4.5 | -2.1 | / | /
47 | COc1ccc(CC2(CCc3ccncc3)C(=O)NC(=O)NC2=O)cc1OC | -0.7 | -15.2 | 0.1 | -9.8
48 | Cc1ccccc1N1CCN(C2CCCN(C(=O)COc3ccccc3)C2)CC1 (stereo unspecified) | -2.0 | 7.5 | -2.1 | 17.4

entry | SENP1 inh | SENP8 block-1 | SENP8 block-2 | SENP6 block
41 | 1.0 | -7.4 | 8.3 | -0.2
42 | -0.6 | -5.7 | 9.7 | 4.6
43 | 4.3 | -0.9 | 7.1 | -11.0
44 | -2.0 | 0.2 | 0.0 | -4.6
45 | 1.4 | -8.3 | 8.9 | 11.7
46 | 0.9 | / | 5.3 | /
47 | 0.7 | 2.0 | 8.6 | -1.0
48 | 0.2 | 2.3 | 7.0 | 15.3
